Assay outcomes from PubChem.
CFTR F508del cor – F508del CFTR correction, initial screen, CFBE line, single point | 350,000 tested, 0.36% active | activity (quench increase), % at 7.58 µM | CFBE cells, YFP halide quenching; stimulated with forskolin plus potentiator P3; % fluorescence drop versus neutral controls;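 active = mean added fluorescence quench of at least 8% versus neutral control, with both replicates also reaching 8%; inconclusive = only one of the mean or replicate conditions met; inactive = mean below 8% and not both replicates reaching 8%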;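 also: cells transiently co-express mutant CFTR-F508del with the halide-sensitive YFP; corrector assay measuring rescue of mutant channel to the surface after 24 h compound exposure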
miR-122 sensor – miR-122 Renilla sensor signal increase in Huh7, primary screen, miR-122 inhibitor project, cell-based, single point, plate reader | Huh7 miR-122 Renilla luciferase sensor, 48 h; neutral wells = 0, positive control = 100 | activation (reporter increase), % at 12.5 µM | AID 602342, 2012 | 340,000 tested, 0.3% active;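 active = mean replicate activation score at least 90 and every replicate individually at or above 90; inconclusive = only one of the two criteria met; inactive = neither criterion met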;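 also: higher luciferase means less miR-122 activity so hits act as miR-122 inhibitors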
FN deposition inh – inhibitors of fibronectin matrix deposition, primary screen, AH1F cells, Alexa488-fibronectin fluorescence, plate reader | AH1F fibroblasts, overnight | inhibition, % at 12.6 µM | 350,000 tested, 0.086% active;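 active = mean inhibition across replicates of 30% or more, regardless of how many single replicates reach that level; inconclusive = mean under 30% yet at least half of replicates reach 30%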;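 also: positive control wells lacked labelled fibronectin entirely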
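Material: AH1F fibroblasts assembling fluorescent fibronectin matrix; amount: 10000 AH1F cells/well; medium: DMEM, 2% serum; reagent: Alexa488-fibronectin, 24 nM final in well; dosing: single compound dose, delivered by pin transfer; incubation: 1 h adhesion, overnight exposure; detection: fluorescence after three HBSS washes, excitation 485 nm, emission 525 nm; measure: fibronectin deposition inhibition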
DENV2 CPE rescue – inhibitors of DENV2 cytopathic effect, primary screen, cell-based, plate reader, single concentration; DENV2-infected cells, cytopathic effect rescue; CPE inhibition, % at 9.99 µM; 350,000 tested, 1.7% active; AID 651640, 2012; in the data active = CPE inhibition above about 20%, passing the limit was not always enough; inconclusive = no clear call, values can overlap the other calls; tested in BHK-21 cells;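 also: 0% = median of neutral control wells and 100% = median of positive control wells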
GSIS activator – GLuc luminescence reporter in INS-1E cells, primary screen for activators of glucose-dependent secretion of insulin | INS-1E GLuc reporter insulin secretion, 2-3 h | activation, % at 16.6 µM | 370,000 tested, 0.61% active | AID 743287, 2014;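 active = lowest replicate activation of at least 40%, so every replicate reaches that level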;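 also: 0% = median of neutral control wells and 100% = median of IBMX positive control wells; some compounds called inactive have numbers as strong as hits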
EWS-Fli inh – EWS/Fli-driven NR0B1 reporter inhibitors, primary screen, A673 cells, NR0B1 luciferase, luminescence, MLPCN library; viability-normalised; inhibition, % at 12.6 µM; 350,000 tested, 0.67% active;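 active = mean inhibition of at least 50% after viability correction, with every replicate also passing that limit; inconclusive = mean reaches 50% but only one of two replicates passes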;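 also: firefly luciferase signal divided by Alamar Blue viability fluorescence both relative to DMSO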
PAX8 reporter – inhibitors of PAX8-driven TPO luciferase reporter, primary screen, RMG-I cells, single concentration; inhibition, % at 12.6 µM; 360,000 tested, 1.2% active; SteadyGlo, 24 h;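 active = mean replicate inhibition at least 60% with every replicate also reaching 60%; inconclusive = only one of the two criteria is met; inactive = mean below 60% and not all replicates reaching 60%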;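 also: luciferase light reporting Pax8 driven TPO promoter activity; plate controls were median of neutral control wells for no effect and mitoxantrone controls for full effect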
Starred values were filed as active, the others as inactive; ? = inconclusive; / = no result given; & = joins results of further samples; [ ] = remark or other dose.

Start of the listing, in advance:
SMILES	FN deposition inh	EWS-Fli inh	CFTR F508del cor	PAX8 reporter	GSIS activator	DENV2 CPE rescue	miR-122 sensor
CCCn1c(NCc2cccc(OC)c2O)nc2ccccc21	3	/	/	-82	/	/	5
CCc1c(C(=O)N/N=C/c2cccs2)nnn1-c1nonc1N	1	-27	-0.7	-33	-2	3	-4

This part in full, from the start:
SMILES	FN deposition inh	EWS-Fli inh	CFTR F508del cor	PAX8 reporter	GSIS activator	DENV2 CPE rescue	miR-122 sensor
CCCn1c(NCc2cccc(OC)c2O)nc2ccccc21	3	/	/	-82	/	/	5
CCc1c(C(=O)N/N=C/c2cccs2)nnn1-c1nonc1N	1	-27	-0.7	-33	-2	3	-4
CCNc1nc(NCC)n2c(SCC(=O)Nc3ccc(C)c(C)c3)nnc2n1	4	-4	0.0	-9	22	7	/
COc1ccc(NC(=O)[C@@H]2CCCN2S(=O)(=O)c2cccc3cccnc23)cc1	-18	7	-0.7	12	26	3	/
Cc1cc(NN)nc(Cc2ccccc2)n1	10	1	-2.9	-7	1	6	1
CCNC(=O)N1CCCC(C(=O)c2ccc(OC)c(OC)c2)C1 (configuration not stated)	/	5	1.1	-17	2	-5	-3
Cc1cccc(-n2cnc3cc(C(=O)NCC4CCCO4)ccc32)c1 (configuration not stated)	-7	30	1.0	33	6	-4	21
O=C(N[C@@H]1CC[C@@H](CCNS(=O)(=O)c2ccc(Cl)cc2)O[C@H]1CO)c1ccccn1	-2	3	1.7	9	10	-5	28[16.7 µM]
Cc1ccc(NC(=O)CCC(=O)NNC(=O)COc2ccccc2)c(C)c1	0	17	/	-5	/	0	/
COc1ccc(-c2onc(C)c2-c2cnn(-c3ccccc3)c2)c(O)c1C	6	0	1.5	-2	-12	-4	-5
CCOC(=O)[C@@H]1[C@H]2COc3cc(OC)ccc3[C@@H]2N2C(=O)N(c3cccc(C)c3)C(=O)[C@@]12C	7	-2	-2.9	-26	-6	9	-1
Cc1onc(-c2ccc3c(c2)OCO3)c1-c1ccc2[nH]ccc2c1	1	19	-5.9	23	-19	-1	-2
Cc1ccc(S[C@@H](CCN2CC[C@H](NC(=O)OCc3ccccc3)CCC2=O)c2ccccc2)cc1	-2	7	-3.6	8	-31	?	-3
C[C@@H]1CN([C@H](C)CO)C(=O)c2cc(-c3cccc(C#N)c3)cnc2O[C@H]1CN(C)C(=O)C1CCCCC1	/	-11	-2.0	-8	10	-5	-6[16.7 µM]
Nc1ccccc1N=Nc1ccccc1N	1	-72	-4.2	-5	-3	?	-3
Cc1cc(=O)[nH]c(SCC(=O)Nc2ccc(C)c(S(=O)(=O)N3CCCCC3)c2)n1	0	12	0.6	3	-21	?	0
C=CCn1c(SC(C)C(=O)NCc2ccc3c(c2)OCO3)nc2scc(-c3ccccc3)c2c1=O (configuration not stated)	0	/	/	/	-34	/	7
CC1(c2ccccc2)NC(=O)N(CC(=O)N2CCN(S(=O)(=O)c3cccc(C(F)(F)F)c3)CC2)C1=O (configuration not stated)	-5	-2	2.3	1	-18	?	/
O=C(COc1cccc2c1CCN(Cc1ccccc1)C2=O)N1CCCCC1	/	1	-2.3	25	-5	-1	/
O=S(=O)(N[C@@H]1CC[C@H](CCn2cc(-c3ccccn3)nn2)O[C@H]1CO)c1cccc(F)c1	-3	-6	-1.5	16	-1	1	/
CN1C(=O)c2cc(NC(=O)Nc3ccccc3Cl)ccc2OC[C@H]2O[C@@H](CC(=O)NCCCN3CCOCC3)CC[C@@H]21	-1	0	/	-7	7	4	/
COC(=O)C(CC(C)C)NC(=O)CSc1nc(-c2ccccc2)c(C#N)c(=O)[nH]1 (configuration not stated)	-5	/	/	0	/	/	-5
Cc1c(S(=O)(=O)N2CCCC2)c(=O)n(C)c(=O)n1C	-3	1	0.4	-3	10	-5	/
c1cncc(CNc2ncnc3sc4c(c23)CCCC4)c1	4	15	5.2	1	5	10	/
C[C@H]1CN([C@@H](C)CO)C(=O)c2cc(/C=C/c3ccccc3)cnc2O[C@H]1CN(C)C(=O)CN1CCOCC1	/	-14	-0.2	-5	-12	/	4[16.7 µM]
CCCNC(=O)N1CC2(C1)[C@H](c1ccccc1)[C@@H](CO)N2CC1CCCC1	/	-1	-2.9	/	-7	-11	/
C[C@@H]1CC[C@@]2(O[C@H](CCO)C[C@H](O)[C@H]2O)O1	3	10	1.6	-22	12	-6	0
COc1ccc(CNC(=O)C(OC(=O)c2ccco2)c2ccccc2F)cc1 (configuration not stated)	0	-28	-0.4	-34	-8	-3	2
COc1ccc(C(=O)N2C[C@H]3[C@@H](c4ccccc42)[C@@H](CO)N3C(=O)c2ccc(F)cc2)cc1	/	1	4.4	-17	-1	?	?
COc1cccc(N2C(=O)CN(Cc3ccc(OC)c(OC)c3)C2=S)c1	5	3	4.6	12	39	2	/

Going on with the list.
SMILES	FN deposition inh	EWS-Fli inh	CFTR F508del cor	PAX8 reporter	GSIS activator	DENV2 CPE rescue	miR-122 sensor
COc1ccc(N2CCN(C(c3cccs3)C(C)NC(=O)C(=O)N3CCCC3)CC2)cc1 (configuration not stated)	-2	/	0.2	1	9	0	1
CCOC(=O)c1cccc(S(=O)(=O)N2CCOCC2)c1	3	5	-0.1	2	4	/	-2
Cc1nn(CC(=O)OCC(=O)NC(C)c2ccccc2)c(C)c1[N+](=O)[O-] (configuration not stated)	-2	9	0.4	-13	-4	4	/
CC(CCN1CCC(CN2C(=S)NCC2Cc2ccccc2)CC1)c1ccccc1 (configuration not stated)	0	9	-4.2	16	-30	7	-3
CC(C)[C@H]1COCCS(=O)(=O)N1Cc1ccccc1	-5	4	-4.8	-19	-4	-2	/
COc1ccc(S(=O)(=O)N(C)C[C@@H]2OCc3cn(nn3)CCCC(=O)N([C@@H](C)CO)C[C@H]2C)cc1	-2&-1	7&6&0	2.2&-3.3&0.3	17&-1	0&3	-4&1&3	2
O=C(NCC[C@@H]1CC[C@@H](NS(=O)(=O)Cc2ccccc2)[C@@H](CO)O1)C1CCC1	/	-1	1.2	4	-4	-1	2[16.7 µM]
CC(C)(C)[C@@H]1C=C(C(=O)N2CCCCCCC2)O[C@H](OCc2ccc(CO)cc2)C1	/	-2	-2.2	-2	/	?	/
COCC(=O)Nc1ccc2c(c1)C(=O)N(C)C[C@@H](OC)[C@@H](C)CN(Cc1ccccc1OC)[C@H](C)CO2	-7	-1	0.6	/	3	-1	3[16.7 µM]
C[C@H]1CN([C@@H](C)CO)C(=O)c2cc(NC(=O)Cc3ccccc3)ccc2O[C@@H]1CN(C)C(=O)Nc1ccc(F)cc1	/	17	-0.7	8	10	-6	-1[16.7 µM]
C#Cc1ccc(NC(=O)C2(C)CCN2C(=O)C/C=C/c2ccccc2)cc1 (configuration not stated)	-4	-15	-0.1	-6	/	18	2
C[C@H]1CN([C@@H](C)CO)C(=O)c2cc(C#CCc3ccccc3)cnc2O[C@@H]1CN(C)Cc1ccccn1	-10	7	-0.4	/	-16	-3	-1[16.7 µM]
O=C(Nc1ccc(F)cc1)N1CC(=O)N2[C@H](C1)[C@H](c1ccc(C#Cc3cccnc3)cc1)[C@@H]2CO	9	-3	-4.5	/	-14	1	/
O=[N+]([O-])c1ccc(Nc2ccc3ccccc3c2)nc1	/	-84	3.4	/	1	-1	-10
C[C@@H]1CN([C@H](C)CO)C(=O)c2cc(NS(C)(=O)=O)ccc2O[C@H]1CN(C)Cc1ccc(C(F)(F)F)cc1	/	4	3.2	12	8	-11	12[16.7 µM]
COc1ccc2cc3c(N)nn(C(=O)Cc4ccccc4OC)c3nc2c1	-8	5	-2.8	-10	8	-2	-10
C/C(=N/NC(=O)c1ccc2c(c1)OCO2)c1cccc(NC(=O)C(C)(C)C)c1	-6	/	/	-38	/	/	-3
CCS(=O)(=O)Nc1ccc2c(c1)C(=O)N(C)[C@@H]1CC[C@H](CC(=O)NCc3ccccc3F)O[C@@H]1CO2	-3	-2	/	-17	-5	13	/
COc1ccc(COc2ccsc2C(=O)Nc2ccc(Cl)c(Cl)c2)cc1	4	/	/	/	13	/	4
CCOc1ccc(NC(=O)CN(C)C(=O)C2COc3ccccc3O2)cc1OCC (configuration not stated)	-7	-1	/	-3	/	5	-9
Cc1ccc(Nc2nc(CSc3nnc(-c4ccncc4)n3C)cs2)cc1	0	/	/	-78	5	/	2
CCN(CC)S(=O)(=O)c1cccc(-c2n[nH]c(=S)n2C)c1	8	11	-3.1	-2	4	2	/
COc1cccc(NC(=O)N(C)C[C@H]2Oc3cc(-c4ccccc4OC)ccc3S(=O)(=O)N([C@H](C)CO)C[C@@H]2C)c1	/	16	1.2	29	-16	-5	11[16.7 µM]
O=C(Nc1ccccc1)N1CCCCN2[C@H](CO)[C@H](c3ccc(C4=CCCCC4)cc3)[C@@H]2C1	/	10	-2.7	14	-13	4	2[16.7 µM]
COc1ccc(S(=O)(=O)Nc2ccc3c(c2)C(=O)N(C)C[C@@H](OC)[C@@H](C)CN[C@@H](C)CO3)cc1	0	1	-1.9	-10	-1	3	/
O=C(O)c1cccc(NC(=S)N/N=C/c2ccccn2)c1	1	19	-0.4	32	5	-2	/
Cn1ccc(NC(=O)Nc2ccc(Cl)cc2)n1	-2	-46	1.6	9	8	2	-3
CCCCn1nnnc1C(c1ccccc1)N1CCc2ccccc2C1 (configuration not stated)	-6	11	6.1	13	15	6	/
COc1ccc(CN(C)C[C@@H]2Oc3ccc(NC(=O)Nc4ccc(F)cc4)cc3CC(=O)N([C@@H](C)CO)C[C@H]2C)cc1	/	18	-3.9	33	12	3	-9[16.7 µM]
O=C(CSc1ccc(Br)cc1)NC1CCS(=O)(=O)C1 (configuration not stated)	4	-5	1.5	-10	-14	8	/

Carrying on.
SMILES	FN deposition inh	EWS-Fli inh	CFTR F508del cor	PAX8 reporter	GSIS activator	DENV2 CPE rescue	miR-122 sensor
Cc1ccc(S(=O)(=O)NCC[C@H]2CC[C@H](NC(=O)c3cccc(F)c3)[C@@H](CO)O2)cc1	/	2	-1.4	-10	6	5	/
O=C1c2ccccc2C(=O)N1CC(=O)N1c2ccccc2CCc2ccccc21	-2	/	/	16	/	/	-2
O=C(NCc1ccccc1CN1CCCC1)c1cc2ccccc2o1	-7	-14	0.2	15	18	-4	8
CN(CCO)S(=O)(=O)c1ccc2c(c1)C(=NNC(N)=O)c1cc(S(=O)(=O)N(C)CCO)ccc1-2	6	-3	-0.1	4	0	-1	-1
COc1ccc(OC)c(/C=N/NC(=O)c2cc(-c3ccc(C)o3)nc3ccccc23)c1	9	/	/	/	3	/	2
O=C(Nc1ccc(Br)cn1)c1cccc(-c2cc3ccccc3oc2=O)c1	-10	-2	/	-74	4	-9	13
O=C(NNC1=C(C(=O)C(F)(F)F)CCC1)c1cccnc1	-12	17	2.5	21	2	8	/
C/C(=N\Nc1ccc(S(=O)(=O)N2CCOCC2)cc1[N+](=O)[O-])C(C)C	3	3	0.8	18	-6	1	-13
C[C@H](CO)N1C[C@H](C)[C@@H](CN(C)C(=O)Cc2ccccn2)Oc2ncc(-c3cncnc3)cc2C1=O	6	1	0.7	/	12	2	2[16.7 µM]
CC(C)(C)CNC(=O)c1cccc2c1C(=O)c1ccc(-c3cc4ccccc4o3)cc1S2(=O)=O	-4	3	0.7	7	-4	/	0
O=C(CN1CCN(c2ccccc2)CC1)Nc1cccc([N+](=O)[O-])c1	3	-4	1.6	-1	-4	16	-6
